p97 inhibitor = human p97 ATPase inhibition. 0.42% of 220,000 active. recombinant p97 ATPase, Kinase-Glo ATP luminescence, 3 h. inhibition, % at 8 µM. P55072. AID 1481; in the data active means inhibition above about 15%;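 further: 0% = DMSO vehicle and 100% = wells lacking enzyme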
PGE2 EP2 inh = EP2 receptor (human) inhibition. C6 glioma cells expressing human EP2, cAMP TR-FRET; cells stimulated with saturating PGE2. inhibition, % at 25 µM. 0.52% of 260,000 active. AID 1422;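 active means percent inhibition above 40 after rounding to a whole number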;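 further: rat C6 glioma host cells with rolipram phosphodiesterase inhibitor present; the protocol text gives 20 µM as final concentration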
S1P4 antag = blocks the human S1P4 receptor. S1P4-expressing cells, antagonist mode, reporter read-out. 0.26% of 220,000 active. O95977. AID 1510. inhibition, % at 4.98 µM; in the data active means inhibition above about 29%;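 further: 0% = wells stimulated with agonist and 100% = vehicle wells without agonist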
Target sequence (O95977 whole entry, looked up): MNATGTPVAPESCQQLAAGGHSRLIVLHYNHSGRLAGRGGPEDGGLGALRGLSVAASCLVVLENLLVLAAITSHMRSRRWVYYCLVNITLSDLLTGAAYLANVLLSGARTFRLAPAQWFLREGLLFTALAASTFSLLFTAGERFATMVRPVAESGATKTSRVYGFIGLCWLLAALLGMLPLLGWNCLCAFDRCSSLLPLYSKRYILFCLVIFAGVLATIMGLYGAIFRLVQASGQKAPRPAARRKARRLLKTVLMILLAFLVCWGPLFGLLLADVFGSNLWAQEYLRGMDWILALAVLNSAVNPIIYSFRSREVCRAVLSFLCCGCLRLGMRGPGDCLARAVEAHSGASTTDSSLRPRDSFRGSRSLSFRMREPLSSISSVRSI
eIF4E 4G PPI = inhibitors of eIF4E and eIF4G interaction in translation initiation. inhibition, % at 21.7 µM. TR-FRET eIF4E-eIF4GI(517-606) binding, 2 h. P63073+Q04637. 0.37% of 220,000 active. AID 782;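 active means inhibition above about 30%, limit read from the data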;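 further: 0% = full FRET control wells and 100% = background wells lacking eIF4GI fragment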
S1P4 ag = agonists of human S1P4 receptor; O95977; S1P4-expressing cell line, agonist reporter assay; activation, % at 4.98 µM; 0.35% of 220,000 active; AID 1509; in the data active means activation above about 11%;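 further: 0% = DMSO vehicle and 100% = reference agonist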
NPY1 pot ag = potentiators or agonists of human neuropeptide Y receptor Y1; P25929; NPY-Y1 expressing cells, potentiator/agonist activation; activation, % at 3.6 µM; 0.37% of 220,000 active; AID 1304; in the data active means activation above about 33%, passing the limit was not always enough;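 further: cells stimulated with NPY at EC10 then isoproterenol at EC100; 0% = low agonist plus stimulus and 100% = saturating agonist plus stimulus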
Target sequence (P25929 whole entry, looked up): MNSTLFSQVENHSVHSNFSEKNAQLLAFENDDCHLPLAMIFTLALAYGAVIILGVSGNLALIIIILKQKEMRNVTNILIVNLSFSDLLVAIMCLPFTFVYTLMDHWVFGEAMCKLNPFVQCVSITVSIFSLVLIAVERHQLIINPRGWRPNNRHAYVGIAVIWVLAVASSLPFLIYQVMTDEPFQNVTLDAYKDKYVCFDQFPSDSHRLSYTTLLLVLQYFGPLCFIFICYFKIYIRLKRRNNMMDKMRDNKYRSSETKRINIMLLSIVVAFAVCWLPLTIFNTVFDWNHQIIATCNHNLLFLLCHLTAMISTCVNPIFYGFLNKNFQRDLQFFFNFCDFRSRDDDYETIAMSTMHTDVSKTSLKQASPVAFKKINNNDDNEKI
NPY-Y2 PAM-ag = human NPY-Y2 potentiation or agonism, primary screen. activation, % at 3.6 µM. P49146. 0.45% of 220,000 active. cells expressing NPY-Y2, potentiator/agonist read-out. AID 1359; in the data active means activation above about 27%;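 further: cells stimulated with NPY near EC25 plus isoproterenol at EC100; 0% = vehicle plus submaximal agonist and 100% = vehicle plus saturating agonist; some results beyond the cut were filed as inactive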
NPY-Y1 antag = NPY-Y1 (human) receptor antagonism. P25929. HEK293-CNG Y1 cells, membrane potential fluorescence; NPY at EC95, then isoproterenol. 1% of 200,000 active. inhibition, % at 3.6 µM;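 active means inhibition above the campaign mean inhibition of all tested compounds plus 3 SD, cut at about 20% in these data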;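 further: 0% = DMSO wells given NPY plus isoproterenol and 100% = isoproterenol alone without NPY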
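Material: HEK293 Y1/CNG channel cell line | Also added: NPY (25 nM), isoproterenol (1 µM), Ro 20-1724 (25 µM) | Compound: One concentration, 3.6 µM, in 0.4% DMSO | Schedule: 3 h dye uptake, 1 h room-temperature compound, 45 min post-isoproterenol | Signal: Membrane-potential fluorescent dye readout | Read-out: % inhibition of NPY effect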
EP2 mod = EP2 receptor (human) modulation; P43116; EP2-expressing cells, cAMP HTRF FRET, PGE2 co-stimulation; induction, % at 25 µM; 0.83% of 260,000 active; AID 940;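 active means compounds whose cAMP rise, as percent of the full-agonist control response, exceeds 60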;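 further: rat C6 glioma line stably carrying human EP2 under a CMV promoter; the protocol text gives 20 µM as final concentration; 100% = response of wells given 1 µM PGE2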
An asterisk follows results filed as active; x = not tested or not shown; & = joins results of further samples; [ ] = remark or other dose. Not all compounds are listed. The share of hits here may be higher or lower than overall.

The first two entries, to show the layout:
Results follow in this order: p97 inhibitor	PGE2 EP2 inh	S1P4 antag	eIF4E 4G PPI	S1P4 ag	NPY1 pot ag	NPY-Y2 PAM-ag	NPY-Y1 antag	EP2 mod
CC(=O)Nc1ccc(S(=O)(=O)NC(C(=O)O)C2=CCC=CC2)cc1 (configuration not stated)
 : 4	4	-1	6	0.2	-3	3	3	21
CCc1ccc(-c2nc(CS(=O)CC(=O)NCc3cccnc3)c(C)o2)cc1 (configuration not stated)
 : 1	17	-4	-6	1.7	-1	5	0	-2

All compounds of this part, from the start:
Results follow in this order: p97 inhibitor	PGE2 EP2 inh	S1P4 antag	eIF4E 4G PPI	S1P4 ag	NPY1 pot ag	NPY-Y2 PAM-ag	NPY-Y1 antag	EP2 mod
CC(=O)Nc1ccc(S(=O)(=O)NC(C(=O)O)C2=CCC=CC2)cc1 (configuration not stated)
 : 4	4	-1	6	0.2	-3	3	3	21
CCc1ccc(-c2nc(CS(=O)CC(=O)NCc3cccnc3)c(C)o2)cc1 (configuration not stated)
 : 1	17	-4	-6	1.7	-1	5	0	-2
CCOCCn1c(CN2CCN(c3ccc(F)cc3)CC2)nc2c1c(=O)n(C)c(=O)n2C
 : -1	5	5	-6	-1.7	-16	5	-5	2
CCCn1c(NC(=O)c2ccco2)nc2ccccc21
 : 3	8	-3	-8[fluorescence artefact?]	-0.2	14	15	1	34
CCOC(=O)c1cc(C(=O)OCC)c2cccc(C)n2c1=O
 : 0	24	-1	0	-0.8	22	5	3	22
COc1cc(CNCCSc2nnnn2C)cc(Br)c1OCc1ccc(F)cc1
 : -3	5	-12	-4	-2.9	-22	-9	5	-69
O=C(NC1CCCC1)C(c1ccccc1)N(Cc1ccco1)C(=O)Cc1cccs1 (configuration not stated)
 : 1	11	1	-5	1.8	-32	-23	77*	55
O=C(/C(=N\O)n1cncn1)c1ccc(Cl)cc1Cl
 : -1	2	-15	0	-2.8	-30	-6	3	27
CCOc1cc(NC(=O)c2ccccn2)c(OCC)cc1NC(=O)CC(C)C
 : 4	10	-9	2	1.3	-20	5	-6	-7
Cc1ccc([N+](=O)[O-])cc1N/C=C1\CCc2ccccc2C1=O
 : 1	2	-12	-34	4.7	10	-2	-1	-8
CCC1CCCCN1C(=O)CSc1nc2c([nH]c3ccccc32)c(=O)n1C (configuration not stated)
 : -6	5	1	-1	3.1	-22	7	1	-54
CCCCn1c(N)c(N(CC(C)C)C(=O)CCCSc2nncs2)c(=O)[nH]c1=O
 : 3	2	-3	-7	-0.6	2	-4	3	-4
Cc1ccc(/C=C/C(=O)NC2=NCCS2)cc1
 : -9	5	-2	3	-3.2	17	-9	3	2
COc1ccccc1C(c1nnnn1CC1CCCO1)N1CCN(c2ccccc2)CC1 (configuration not stated)
 : -4	-1	15	0	2.3	13	-8	-7	20
CN(C)NC(=O)c1cccc(Cl)c1
 : -2	4	17	3	0.1	-29	-5	x	-28
COc1ccc(Oc2nnc(-c3ccc(C)cc3)c3ccccc23)cc1
 : 3	27	0	0[fluorescence artefact?]	1.7	8	5	2	13
COc1cc(C(=O)Nc2nnc(CC(C)C)s2)c([N+](=O)[O-])cc1OC
 : 0	4	1	2	-2.0	2	-4	-1	10
CC1CCN(C(=O)CNC(=O)c2ccc(Cl)cc2Cl)CC1
 : 1	8	-16	-1	1.3	-3	4	-4	-17
Cc1cc(Oc2ccc(N)cn2)ccc1Cl
 : 5	4	1	-2	-0.1	27	1	x	6
COc1ccccc1NS(=O)(=O)c1cc(NC(=O)c2cccs2)ccc1N1CCCCC1
 : -1	7	6	10[fluorescence artefact?]	0.8	11	0	7	19
CSc1nc2nc3c(c(=O)n2[nH]1)CN(Cc1ccccc1)CC3
 : 5	9&16	-8	0	1.1	-15	-18	-1	-9&-8
Cc1ccc(NC(=O)CSc2nnc(-c3cccnc3)n2CCN2CCCCC2)cc1
 : 0	14	2	-1[fluorescence artefact?]	1.7	-5	19	7	24
CCSc1nnc2n1C(C)(C)Cc1ccccc1-2
 : -3	x	-2	3	-0.2	-13	-19	2	3
CCc1ccccc1NC(=O)c1cccc(N2C(=O)C3C4CCC(C4)C3C2=O)c1 (configuration not stated)
 : 4	12	-12	0[fluorescence artefact?]	-1.2	-9	12	-2	3
CSc1nc2nc(-c3ccc(F)cc3)c(CCN3CCN(C)CC3)cn2n1
 : 0	6	-5	1	0.5	7	7	-1	21
O=C(Nc1nc(-c2ccccc2)cs1)c1ccc(S(=O)(=O)N2CCc3ccccc32)cc1
 : -2	14	8	-4	0.4	3	-7	3	-45
COc1ccccc1N1CCN(/N=C/C(Cl)=C/c2ccccc2)CC1
 : 2	6	-12	3	0.3	9	-10	x	-50
COc1cccc(C2CC(c3ccccc3Cl)n3ncnc3N2)c1 (configuration not stated)
 : 4	-1	-14	-4	1.4	2	-6	2	-12
Cc1ccc2c(c1)C1(C(=O)N2C)N2CC3(C)CN1CC(C)(C2)C3=O (configuration not stated)
 : -2	x	-15	2	-0.2	-3	-10	2	27
Cn1c(=O)oc2cc(S(=O)(=O)N3CCC(C(=O)NCc4ccc(F)cc4)CC3)ccc21
 : 1	13	-9	-4	-2.3	-10	-6	0	13

Continuation:
Results follow in this order: p97 inhibitor	PGE2 EP2 inh	S1P4 antag	eIF4E 4G PPI	S1P4 ag	NPY1 pot ag	NPY-Y2 PAM-ag	NPY-Y1 antag	EP2 mod
O=C1CSC(c2ccccc2Br)N1c1ccc(Cl)cn1 (configuration not stated)
 : -3	8	8	0	-0.2	1	-4	1	39
Nc1ncnc(Nc2cc(Cl)cc(Cl)c2)c1[N+](=O)[O-]
 : 7	11	-8	0	2.1	12	7	-2	1
CC1Cc2ccccc2N1S(=O)(=O)c1cccc(C(=O)N2CC(=O)Nc3ccccc32)c1 (configuration not stated)
 : -2	3	-2	1	0.3	-2	-8	x	-10
N#C/C(=C\c1c(F)cccc1Cl)S(=O)(=O)c1ccccn1
 : 2	4	5	3	0.1	10	-8	x	-26
C=CCOC(=O)C1=C(C)Nc2nnnn2C1c1cc(OC)ccc1OC (configuration not stated)
 : 0	14	-1	-9	0.8	12	5	3	19
CCN(CC)S(=O)(=O)c1ccc(C)c(NC(=O)COc2ccc(Cl)cc2Br)c1
 : 2	4	-19	0	0.1	-1	3	-2	29
COc1ccc(NC(=O)Nc2cccs2)cc1OC
 : 6	11	12	4	-0.2	7	7	0	-7
COc1ccc(N2CC(O)(c3ccc(F)cc3)[N+]3=C2CCCC3)cc1 (configuration not stated)
 : 7	8	-1	-7	0.0	-4	-6	-2	5
Cc1ccc(CNC(=O)CCc2ccccc2)cc1
 : 2	5	-5	-1	0.9	3	-10	8	-15
CC(NCc1ccccc1)c1ccccc1O (configuration not stated)
 : 5	7	1	-2	0.0	-20	-2	x	21
CC1CN(Cc2nnc(-c3ccccc3)o2)CC(C)O1 (configuration not stated)
 : 0	4	-6	0	1.5	13	-8	-7	20
CCNC(=S)Nc1cc(OC)c(NC(=O)c2ccco2)cc1OC
 : -1	0	-1	-5	-0.7	-2	-7	-1	1
CC(C)(C)c1cccc(P(=O)(c2ccccc2)c2ccccc2)c1O
 : 2	12	12	-4	1.8	19	28	x	66*
Cc1cc(C)c(S(=O)(=O)c2ccccc2)c(N(C)C)n1
 : -2	5	1	0	-2.2	-15	4	-1	18
CCOC(=O)c1c(N)sc(C(=O)N(CC)CC)c1C
 : 2	12	5	3	-0.3	-2	6	-6	20
C/C(=N\NC(=O)CSCc1ccccc1Cl)c1cc(O)ccc1O
 : 3	14	8	-5	2.3	13	15	-7	-31
CCCCCCNc1c([N+](=O)[O-])cc(C)cc1[N+](=O)[O-]
 : -4	6	-18	x	0.8	7	2	6	x
O=[N+]([O-])c1ccc(NCCCO)c(S(=O)(=O)N2CCOCC2)c1
 : 6	9	-17	0	1.2	6	6	-2	3
N#CCCN1CCN(C(=O)c2c(N)no[n+]2[O-])CC1
 : 5	3	2	-1	-0.6	3	1	-4	14
COc1ccc(S(=O)(=O)N/N=C/c2ccc(OCCN3CCOCC3)c(OC)c2)cc1
 : 4	2	7	2	0.1	1	-7	2	4
CC(C)(C)n1nnnc1C(c1cccs1)N(Cc1ccccc1)Cc1ccco1 (configuration not stated)
 : -2	15	15	1	1.0	-10	-10	27*	13
Cc1cccc(CSCCNC(=O)CN(c2cc(C)cc(C)c2)S(C)(=O)=O)c1
 : 2	8	-2	1	-0.6	5	4	x	-8
CC(=O)N(Cc1cccs1)Cc1cc2ccc(C)c(C)c2nc1Cl
 : 1	8	-18	-1	1.7	6	-4	4	77*
O=C1C(c2ccc(F)cc2)N(Cc2ccc3c(c2)OCO3)C(=O)CN1C1CCCC1 (configuration not stated)
 : -2	4	-22	-2[fluorescence artefact?]	-1.6	-20	-9	-2	-4
CCN1CCN(C(=S)Nc2cccc([N+](=O)[O-])c2)CC1
 : 0	10	-6	8	0.9	-10	5	-5	9
CCOC(=O)C1CCN(C2CC(=O)N(c3cccc(Cl)c3)C2=O)CC1 (configuration not stated)
 : 3	15	4	-1	-0.9	0	-2	10	2
O=C(Nc1ccccc1)N1CCN(c2ccccn2)CC1
 : 2	6	5	3[fluorescence artefact?]	-2.1	-2	4	0	2
O=C(CC1NCCNC1=O)Nc1ccc([N+](=O)[O-])cc1 (configuration not stated)
 : -1	13	-2	3	-1.4	-11	-2	2	9
COc1ccc(OC)c(NC(=O)Cn2c(=O)oc3ccccc32)c1
 : -4	9&10	-13	6	-0.2	-1	9	7	14&-9
O=C(Cn1c(=S)[nH]c2ccccc2c1=O)NCCc1ccccc1
 : 4	2	-3	-3	1.1	-4	-5	3	-22

Next part.
Results follow in this order: p97 inhibitor	PGE2 EP2 inh	S1P4 antag	eIF4E 4G PPI	S1P4 ag	NPY1 pot ag	NPY-Y2 PAM-ag	NPY-Y1 antag	EP2 mod
COc1ccc(CC(=O)NCc2n[nH]c(=S)n2-c2ccc(F)cc2)cc1
 : 3	3	-6	-4	-1.4	9	16	-2	5
Cc1nn(-c2ccccc2)c(C)c1C(=O)NCc1ccc(F)cc1
 : 0	5	-17	24	2.4	7	1	-3	-7
Cc1cc(O)c(C=O)c2c1C(=O)Oc1c(CO)c(O)c3c(c1O2)C(O)OC3=O (configuration not stated)
 : 64*	11	10	7	2.4	-19	-23	6	-9
CCCC(C)NC(=O)c1cc(Cl)ccc1OC (configuration not stated)
 : 2	16	-3	-1[fluorescence artefact?]	2.6	-15	-8	3	8
CCOC(=O)CNc1nc(OCC#N)nc(N2CCOCC2)n1
 : 0	9	-18	3	1.0	8	-11	-2	15
COc1c(Br)cc2c(C)c(C(=O)N3CCOCC3)oc2c1Br
 : -2	11	-22	-7	1.3	-14	-23	6	-30
CCOc1ccc(NC(=O)c2oc3ccccc3c2NC(=O)CC)cc1
 : 0	x	-24	7	-0.7	9	0	3	34
OCCN(CCO)CC(O)CN(c1ccccc1)c1ccccc1 (configuration not stated)
 : -3	8	9	-3	0.7	0	5	x	-6
CCOC(=O)C1CCN(C(=O)CCc2c(C)nc3cc(-c4ccccc4)nn3c2C)CC1
 : -7	11	-9	-2	0.3	8	18	5	5
CCCCOc1ccc(NC2=NC3(CCCCC3)N=C(N)N2)cc1
 : -4	7	-8	2[fluorescence artefact?]	0.6	-37	-9	-1	-10
Cc1ccc(N2CC(C(N)=O)CC2=O)cc1C (configuration not stated)
 : -4	7	-5	-9	0.3	-13	1	3	13
O=C(Nc1nccs1)c1ccc(-c2cccc([N+](=O)[O-])c2)o1
 : -1	17	-11	2	1.1	6	-5	1	-7
CCOc1ccc2nc(C)cc(Nc3ccc(N4CCOCC4)cc3)c2c1
 : 1	9	1	1[fluorescence artefact?]	2.0	-2	1	1	-16

From PubChem
